# Source: PubChem BioAssay
# Hep lipid drop: modulators of hepatic lipid droplet formation; AML12 mouse hepatocytes, oleate lipid droplets, BODIPY imaging; inhibition, % at 6.5 µM; 0.4% of 240,000 active; AID 1656;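 active means lipid droplet intensity inhibited by at least 50%, with more than 500 cells counted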
#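 Assay system: AML12 mouse liver cells | Compound: 6.5 µM single-point dosing | Schedule: Overnight exposure | Technique: Fluorescence imaging, 20x objective, two fields per well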
# Hep lipid drop cells 6.5 µM: second read-out of Hep lipid drop, no call of its own (marks repeat the call); cell count; measured here: cell count, cytotoxicity flag;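 cells counted across two imaged fields per well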
# * marks the source's active call; other numbers are inactive results. Some of the compounds tested; rates above refer to the full screens.
SMILES,Hep lipid drop,Hep lipid drop cells 6.5 µM
COc1ccccc1Cn1c(=S)[nH]c2cc(C(=O)NCCCN3CCOCC3)ccc2c1=O,-8,756
CCCCNC(=O)CCc1c(C)nc2c(c(C)nn2-c2ccccc2)c1C,-1,823
COc1cccc(CN(C(=O)c2ccccc2Br)C2CCS(=O)(=O)C2)c1 (stereo not given),-11,718
Cc1cccc(OCC(=O)NCc2nc(-c3ccccc3)no2)c1,41,797
CCOC(=O)Cn1cc(Cl)cc(C(=O)Nc2ccccc2)c1=O,0,796
O=C(CCC(=O)N1CCN(c2ccc(F)cc2)CC1)c1ccc(Cl)cc1,-3,640
Cc1ccc(SCC(=O)N/N=C/c2ccco2)cc1,13,793
Cc1c(C(=O)N2CCCCC2)c(S(=O)(=O)N2CCN(c3ccc(F)cc3)CC2)c(C)n1C,-9,786
CC1(C)C[C@@H]2C[C@@](C)(CN2C(=O)c2cc(COc3cccc(C(F)(F)F)c3)on2)C1,0,683
COc1ccccc1-c1c(C)oc2c(CN3CCCC(C)C3)c(O)ccc2c1=O (stereo not given),0,773
O=C(CCc1ccccc1)NNC(=O)COc1ccc(Cl)cc1,-14,682
Cc1ccc(/C(O)=C2\C(=O)C(=O)N(C)C2c2ccc(Br)cc2)cc1 (stereo not given),16,877
CCN(CC)C(=O)Cn1cc(S(=O)(=O)Cc2cccc([N+](=O)[O-])c2)c2ccccc21,-14,720
Cc1ccc(NC2CCCN(C(=O)c3ccccn3)C2)cc1C (stereo not given),10,725
O=C(N/N=C/c1ccc(Cl)c(Cl)c1)c1ccc2nc[nH]c2c1,32,742
Cn1cc(S(=O)(=O)Cc2ccc(F)cc2)c2ccccc21,5,740
C[C@@H]1ON(C2CCCCC2)[C@H]2c3nc4ccccc4n3C[C@@H]12,-4,758
NC(=O)c1sc2nc(-c3ccccc3)ccc2c1N,4,838
O=C(N/N=C/c1ccc(Cl)cc1Cl)c1ccncc1,-1,827
O=C(O)c1ccc(NC(=O)c2ccc3c(c2)C(=O)N(c2ccccc2)C3=O)cc1,24,873
CCN1CCN(C(=O)c2ccc3c(=O)n(CCc4ccccc4)c(=O)[nH]c3c2)CC1,0,809
Cc1ccc(NC(=O)c2cc(S(=O)(=O)N3CCc4ccccc43)cn2C)cc1C,-45,819
CC(C)CNS(=O)(=O)c1cc2c3c(c1)CCC(=O)N3CCC2,-6,709
COc1ccccc1-c1nc2ccccc2c(=O)n1O,-14,805
COc1ccc(N2Cc3ccccc3C2=O)cc1,16,827
CC(=O)N1c2ccc(S(=O)(=O)N3CCC(C(=O)N4CCC(C)CC4)CC3)cc2CC1C (stereo not given),-2,724
O=C(O)c1ccc2c(=O)n(Cc3ccccc3)c(SCc3ccc([N+](=O)[O-])cc3)nc2c1,2,804
Cc1ccc(-c2cc(C(=O)Nc3cccnc3)c3ccccc3n2)s1,-14,769
CNC(=S)N/N=C/c1c(C)c(C(=O)c2ccc(F)cc2)n2ccccc12,1,797
COc1ccc(NC(=O)C2CCCNC2=O)cc1 (stereo not given),0,854
Cc1ccc(C)c(NC(=O)C2CCCN(S(=O)(=O)c3c(C)nn(C)c3C)C2)c1 (stereo not given),-3,755
COc1cccc(-c2nc(CS(=O)CC(=O)NCCc3ccc(C)cc3)c(C)o2)c1 (stereo not given),-1,761
CCn1nc(C)cc1C(=O)NC1CCCc2c1cnn2-c1ccc(C)c(C)c1 (stereo not given),-6,685
O=C(CC(=O)NCCc1ccccc1)NCCc1ccccc1,-9,776
COc1ccc(/C=C2\SC(=S)N(CCC(=O)Nc3ccccn3)C2=O)cc1OC,-2,808
CCn1cc(C(=O)NCCCOC(C)C)c(=O)c2cc(S(=O)(=O)N3CCCC3)ccc21,-25,704
O=C(Cn1cnc(S(=O)(=O)N2CCCCC2)c1)Nc1ccc(OC(F)(F)F)cc1,0,686
Cc1ccc(NC(=O)COc2ccc(/C=N\NC(=O)c3cccnc3)cc2)cc1C,1,667
COc1ccc(NC(=O)c2ccccc2NC(=O)C2CC=CCC2C(=O)O)cc1 (stereo not given),14,691
COCCC(=O)N1CCC(Oc2ccc(C(=O)NC3CCOC(C)(C)C3)cc2)CC1 (stereo not given),-3,695
O=C(CCCn1c(=S)[nH]c2ccsc2c1=O)NC1CCCCC1,9,729
CC1C(=O)Nc2ccc(S(=O)(=O)N3CCc4ccccc4C3)cc2NC1=O (stereo not given),-1,796
COC(=O)CCC(=O)NC1CC(C)(C)Cc2c1cnn2-c1ccc(F)cc1 (stereo not given),13,809
Cc1ccc(C(=O)NCC(=O)OCc2nnc(-c3ccccc3)o2)cc1,-1,837
CC(=O)N1CCN(c2ccc(NC(=O)c3cc4ccccc4o3)cc2)CC1,18,818
Cc1cc(C(=O)Nc2cc(C)on2)on1,6,762
CCOC(=O)Cc1csc(NC(=O)c2c(C)noc2C)n1,23,675
CC12CC(O)C3c4ccc(O)cc4CCC3C1CC/C2=N\O (stereo not given),10,843
CCOCCCNC(=S)N(CCN(C)C)Cc1cc2cc3c(cc2[nH]c1=O)OCCO3,-8,805
O=C(Nc1ccccc1C(=O)O)c1ccc(N2C(=O)C3CC=CCC3C2=O)cc1 (stereo not given),12,840
# Carrying on.
SMILES,Hep lipid drop,Hep lipid drop cells 6.5 µM
O=C(C1CCN(c2ncnc3c2nc2n3CCCCC2)CC1)N1CCN(c2ccccc2F)CC1,0,775
CCOc1ccc(NC(=O)c2c(NC(=O)CN3CCCC3)sc3c2CCC3)cc1,6,787
Cc1cc(C)cc(NC(=O)c2cccc3c2C(=O)N(C2CCCCC2)C3)c1,-22,716
COc1ccc2oc(=O)c(C(=O)NCc3ccc(F)cc3)cc2c1,-19,775
CC(C(=O)NC(c1ccccc1)c1ccccc1)N1CCOCC1 (stereo not given),-14,771
Cc1ccc(S(=O)(=O)N2CCC(C(=O)N[C@@H](C)C(=O)Nc3ccc(F)cc3)CC2)cc1,-19,731
COc1cc(/C=C2\N=C(C)OC2=O)cc(OC)c1OC,-4,838
COc1ccccc1C(C#N)N1N=C(C)CC1c1ccccc1 (stereo not given),-10,858
Fc1cccc(/C=N/n2c(C3CCCCC3)n[nH]c2=S)c1,-7,801
Cc1ccc(CN(C)Cc2cc(=O)oc3cc(C)c(Cl)cc23)cc1,0,830
CCOc1cc(/C=C(\C#N)C(=O)Nc2cccc(C(=O)O)c2)ccc1OCc1ccc(Br)cc1,-28,735
Cc1ccc(NC(=O)c2cnn(-c3ccccc3)c2C)cc1,14,834
Cc1ccc(F)cc1CNC(=O)C1CCC(=O)N(CCCN2CCCC2=O)C1 (stereo not given),19,666
COCCCN1CC(=O)N2Cc3[nH]c4ccccc4c3C[C@H]2C1=O,3,788
O=C(CSc1nc(C2CC2)nc2ccccc12)N1CCCCC1,-32,630
COc1ccc(NC(=S)NC(=O)/C=C/c2ccc(F)cc2)cc1,1,809
N=c1c(S(=O)(=O)c2ccc(Br)cc2)cc2c(=O)n3ccccc3nc2n1Cc1ccccc1,12,767
Cc1ccc(C(=O)C2CCN(S(=O)(=O)c3ccccc3C(=O)O)CC2)cc1,13,822
CC1CCCN(CC(=O)Nc2cc(Cl)ccc2Oc2ccccc2)C1 (stereo not given),-15,842
CCS(=O)(=O)c1nc(S(=O)(=O)c2ccc(Cl)cc2)c(N2CCN(CCO)CC2)s1,-4,744

# 5 consecutive compounds out of the list so far, quoted:
SMILES,Hep lipid drop,Hep lipid drop cells 6.5 µM
COc1ccccc1Cn1c(=S)[nH]c2cc(C(=O)NCCCN3CCOCC3)ccc2c1=O,-8,756
CCCCNC(=O)CCc1c(C)nc2c(c(C)nn2-c2ccccc2)c1C,-1,823
COc1cccc(CN(C(=O)c2ccccc2Br)C2CCS(=O)(=O)C2)c1 (stereo not given),-11,718
Cc1cccc(OCC(=O)NCc2nc(-c3ccccc3)no2)c1,41,797
CCOC(=O)Cn1cc(Cl)cc(C(=O)Nc2ccccc2)c1=O,0,796

# (listing goes on)
SMILES,Hep lipid drop,Hep lipid drop cells 6.5 µM
CCCCNC(=O)Cn1cnc2sc(C)c(S(=O)(=O)N3CCN(c4ccccc4OC)CC3)c2c1=O,6,725
CC(=O)Nc1nnc(SCC(=O)NC2CCCC2)s1,8,733
CCOc1ccc(CNc2nnnn2C)cc1OC,-5,847
COc1ccc(NC(=O)CSc2nccn2Cc2ccc(F)cc2)c(OC)c1,38,770
COc1cccc(C(C)NC(=O)C2CCCC2)c1 (stereo not given),4,807
CCCC1CC(CCc2ccccc2)OS(=O)(=O)N1 (stereo not given),0,875
CCCCC(=O)Nc1cnc(NC(=O)c2ccco2)cc1C,-11,796
O=C(O)c1ccc(NC(=O)c2cccc(S(=O)(=O)Nc3ccc(C(=O)O)cc3)c2)cc1,-2,865
Cc1ccccc1CN1CCN(Cc2cc3ccccc3o2)CC1CCO (stereo not given),-18,733
Cc1cccc(CNC(=O)C2CCC(=O)N(C3CC3)C2)c1 (stereo not given),15,646
O=C1CC(=O)Nc2cc(S(=O)(=O)Nc3cccc(C(F)(F)F)c3)ccc2N1,10,724
O=C(Oc1ccc(Br)cc1C(=S)N1CCOCC1)c1ccc([N+](=O)[O-])cc1[N+](=O)[O-],2,773
C[C@H](NC(=O)c1ccc2c(c1)OCO2)c1nnc2ccccn12,-3,671
COc1ccc(C(CC(=O)Nc2ccccn2)N2Cc3ccccc3C2=O)cc1OC (stereo not given),-6,811
O=C(CN1C(=O)COc2ccccc21)NNC(=O)Nc1ccccc1F,-3,785
Cc1ccc(OCCn2cc(/C=C/C(=O)O)c3ccccc32)cc1,3,793
CCN1CCc2c(sc(NC(=O)c3ccc(S(=O)(=O)N4CC(C)OC(C)C4)cc3)c2C(N)=O)C1 (stereo not given),16,772
CCOc1c(C)cnc2c1c(=O)n(Cc1ccccc1F)c(=O)n2C,-16,792
Cc1ccc(NC(=O)n2ncc3c(C)cccc32)c(C)c1,-17,854
O=C(NN1CCOCC1)c1ccc(Cl)c(Cl)c1,-2,709
Cc1ccc(CNC(=O)c2cc(=O)c3ccc(C)cc3o2)cc1,-11,821
CCOC(=O)c1c(C)[nH]c(C(=O)NCCN2CCOCC2)c1C,-11,792
O=C(Nc1ccc(C(=O)O)cc1)Nc1ccc([N+](=O)[O-])cc1,-2,808
Cc1cc(SCc2ccccc2Cl)nc(=O)[nH]1,12,669
CC(=O)Nc1cccc(C(=O)NC2CCCc3c2cnn3-c2cc(C)cc(C)c2)c1 (stereo not given),-1,773
COc1cccc(NC(=O)C2C3C=CC4(O3)C2C(=O)N(CCCN2CCCC(C)C2)C4C(=O)NC2CCCCC2C)c1 (stereo not given),-3,827
COc1ccc(C)cc1NC(=O)CN(C)C1CCCCC1,-6,739
O=C(Nc1cccnc1)c1cc2c(s1)-c1ccccc1OC2,-1,706
Cc1[nH][nH]c(=O)c1C(c1ccc(F)cc1)c1c(C)[nH][nH]c1=O,-2,747
CCOC(=O)CC1(NC(=O)c2cc(COc3cccc(OC)c3)on2)CCCCC1,-25,679
COc1cccc(NS(=O)(=O)c2ccc3c(c2)NC(=O)C(C)S3)c1 (stereo not given),0,790
COc1cccc(C2C(C#N)=C(N)N(N(C)C)C3=C2C(=O)CCC3)c1 (stereo not given),-3,824
COc1ccc(OC)c(NC(=O)c2cc(-c3cc(C)c(C)cc3O)n[nH]2)c1,-12,795
COCCC(=O)N1CCC(Oc2ccc(C(=O)NC3Cc4ccccc4C3)cc2)CC1,-1,703
CC1CCCC(C)N1CC(O)COCc1ccccc1 (stereo not given),1,824
C=CCN1CN(S(=O)(=O)c2ccc(OC)cc2)c2nc3ccccc3nc21,-3,688
CCOc1ccc2ccccc2c1/C=N/NC(=O)c1cc(C)[nH]n1,-26,803
COC(=O)c1ccc(NC(=O)CCS(=O)(=O)c2ccc3c(c2)NC(=O)C(C)S3)cc1 (stereo not given),10,683
Cc1c(C(=O)Nc2ccc(F)cc2)sc2ncn(CC(=O)N3CCCCC3)c(=O)c12,-8,744
Cc1cccc(NS(=O)(=O)c2nnc(NC(=O)C3CCCCC3)s2)c1,-20,702
CC(C)CCNC(=O)C(=O)Nc1cc2c3c(c1)CC(=O)N3CCC2,5,732
COCCN(CCOC)c1nc(-c2ccc(Cl)cc2)nc2ccccc12,-18,836
Cc1cccc(CCNC(=O)c2oc3c(C)c(C)ccc3c2C)n1,-1,772
Cc1ccc2c(CN(C)Cc3cccc(F)c3)cc(=O)oc2c1,-4,821
Cc1ccccc1NC(=O)CSc1nc2scc(C)c2c(=O)[nH]1,0,786
Fc1cccc(CNC2CCN(CCc3ccccc3)CC2)c1,-2,854
CCn1c(=O)c(=O)n(CC)c2cc(S(=O)(=O)Nc3cc(C)ccc3C)ccc21,-14,741
O=C(COC(=O)c1ccccn1)c1cccc(Br)c1,1,834
CCOC(=O)C1CCCN(CC(O)COC(c2ccccc2)c2ccccc2)C1 (stereo not given),-3,734
COc1ccc(N2CCN(CC(O)COc3ccc(F)cc3)CC2)cc1 (stereo not given),3,412

# Look-ups from above.
# Cc1ccc2c(CN(C)Cc3cccc(F)c3)cc(=O)oc2c1 in Hep lipid drop cells 6.5 µM is entered as 821
# Fc1cccc(CNC2CCN(CCc3ccccc3)CC2)c1 in Hep lipid drop cells 6.5 µM is entered as 854
# O=C(COC(=O)c1ccccn1)c1cccc(Br)c1 in Hep lipid drop cells 6.5 µM is entered as 834
# CC(C)CCNC(=O)C(=O)Nc1cc2c3c(c1)CC(=O)N3CCC2 in Hep lipid drop is entered as 5
# Cc1ccccc1NC(=O)CSc1nc2scc(C)c2c(=O)[nH]1 in Hep lipid drop cells 6.5 µM is entered as 786

# Record cards, as listed above. Screens in order: Hep lipid drop | Hep lipid drop cells 6.5 µM
# Fc1cccc(CNC2CCN(CCc3ccccc3)CC2)c1 as listed: -2 | 854
# COCCN(CCOC)c1nc(-c2ccc(Cl)cc2)nc2ccccc12 as listed: -18 | 836
# CCOC(=O)C1CCCN(CC(O)COC(c2ccccc2)c2ccccc2)C1 (stereo not given) as listed: -3 | 734
# Cc1ccc2c(CN(C)Cc3cccc(F)c3)cc(=O)oc2c1 as listed: -4 | 821
# CCn1c(=O)c(=O)n(CC)c2cc(S(=O)(=O)Nc3cc(C)ccc3C)ccc21 as listed: -14 | 741
